Compound activity (PubChem BioAssay)
PHOSPHO1 block: PubChem AID 1565. recombinant PHOSPHO1, absorbance phosphatase assay. inhibition, % at 13.3 µM. actives 1.1% (n = 290,000); in the data active means inhibition above about 60%
Target sequence (Q8TCT1 whole entry, looked up): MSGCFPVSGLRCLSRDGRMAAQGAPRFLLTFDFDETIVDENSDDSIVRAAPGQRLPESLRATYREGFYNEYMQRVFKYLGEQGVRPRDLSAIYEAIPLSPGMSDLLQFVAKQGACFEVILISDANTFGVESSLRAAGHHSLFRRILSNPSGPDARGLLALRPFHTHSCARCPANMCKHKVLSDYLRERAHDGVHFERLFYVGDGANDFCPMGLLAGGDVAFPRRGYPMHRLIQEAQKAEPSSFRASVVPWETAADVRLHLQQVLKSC
MEKK3 PB1 HTS: modulators of MEKK3-MEK5 PB1 binding, primary screen, biochemical, wildtype MEKK3, multiplex bead flow cytometry, Alexa488-MEK5. Mitogen-activated protein kinase kinase kinase 3 (Homo sapiens), Q99759. bead-based flow cytometry, Alexa488-MEK5 binding to MEKK3; actives lie on both sides; 0 = blocked by unlabeled MEK5, 100 = vehicle. binding response (% of control), % at 10 µM. actives 1.4% (n = 290,000). AID 1529, 2009;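 active means binding response more than 3 SD above or below the average of its plate-row segment, actives on both sides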;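 further: Alexa488 bead fluorescence after subtracting the streptavidin-only scavenger bead signal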
Target sequence (Q99759 whole entry, looked up): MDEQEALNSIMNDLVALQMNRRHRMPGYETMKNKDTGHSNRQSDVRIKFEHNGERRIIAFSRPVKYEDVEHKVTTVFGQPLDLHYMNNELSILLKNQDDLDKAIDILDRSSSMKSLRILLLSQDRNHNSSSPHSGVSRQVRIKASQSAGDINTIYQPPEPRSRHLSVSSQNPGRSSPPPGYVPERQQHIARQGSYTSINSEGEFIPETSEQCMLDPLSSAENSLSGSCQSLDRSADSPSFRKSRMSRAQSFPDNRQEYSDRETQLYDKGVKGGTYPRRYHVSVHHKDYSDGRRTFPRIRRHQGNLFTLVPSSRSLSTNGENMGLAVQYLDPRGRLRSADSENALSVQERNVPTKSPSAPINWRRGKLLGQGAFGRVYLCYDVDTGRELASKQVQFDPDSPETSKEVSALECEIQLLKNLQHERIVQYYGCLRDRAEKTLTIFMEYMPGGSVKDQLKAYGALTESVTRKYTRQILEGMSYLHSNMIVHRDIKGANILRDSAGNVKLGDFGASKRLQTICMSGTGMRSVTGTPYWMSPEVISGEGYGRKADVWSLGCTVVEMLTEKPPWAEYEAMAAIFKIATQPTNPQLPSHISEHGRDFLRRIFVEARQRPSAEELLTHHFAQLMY
GPR7 antag: GPR7 receptor antagonists, primary screen, cell-based, fluorescence, single concentration | inhibition, % at 4.4 µM | GPR7-expressing cells, fluorescence antagonist assay | AID 1861, 2009 | actives 1.1% (n = 290,000) | Neuropeptides B/W receptor type 1 (Homo sapiens), P48145; in the data active means inhibition above about 16%, passing the limit was not always enough;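 further: cells stimulated with the agonist NPW; 0% = agonist with vehicle and 100% = vehicle without agonist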
FID counter: compounds displacing fluorescent DNA intercalator, primary screen, artefact control for HCV NS3 helicase inhibitor project, biochemical, FID fluorescence; actives 0.17% (n = 290,000); AID 1845, 2009; DNA fluorescent intercalator displacement; inhibition, % at 7.9 µM; in the data active means inhibition above about 37%;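 further: 0% = vehicle and 100% = reference compound; higher means more ethidium bromide displaced from hairpin DNA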
PfM18AAP inh: PfM18AAP inhibitors, malaria aminopeptidase, primary screen, biochemical, QFRET, recombinant enzyme; actives 1.2% (n = 290,000); inhibition, % at 7.35 µM; M18 aspartyl aminopeptidase (Plasmodium falciparum 3D7); H-Glu-NHMec fluorogenic cleavage; AID 1822, 2009;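 active means inhibition above the campaign mean inhibition over all tested compounds plus 3 SD, cut at about 28% in these data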;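 further: 0% = plate median of test compound wells and 100% = 2 mM ZnCl2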
MEKK2wt PB1 HTS: modulators of MEK5 binding to wildtype MEKK2, primary screen, biochemical, multiplex bead flow cytometry, Alexa488-MEK5; Mitogen-activated protein kinase kinase kinase 2 (Homo sapiens), Q9Y2U5; Alexa488-MEK5 binding to MEKK2 WT; actives lie on both sides; binding response (% of control), % at 10 µM; actives 1.1% (n = 290,000); AID 1531, 2009; in the data active means binding response below about 67% or above about 130%
OXTR ag: human OXTR agonists, primary screen, fluorescence, CHO-OTR cells, Fluo-8 calcium; Oxytocin receptor (Homo sapiens), P30559; Fluo-8 calcium fluorescence; normalized: DMSO 0%, oxytocin 100%; activation, % at 3 µM; actives 0.32% (n = 320,000);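 active means activation above the mean of all tested compounds plus 3 SD, cutoff set per screening run, cut at about 20% in these data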;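 further: peak over basal fluorescence ratio from a 100 s FLIPR kinetic read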
MEKK2mut PB1 HTS: MEK5 binding signal on mutant MEKK2 PB1, primary screen, biochemical, multiplex bead flow cytometry, Alexa488-MEK5; percent response, % at 10 µM; Alexa488-MEK5 binding to MEKK2 mutant; actives 0.35% (n = 290,000); in the data active means percent response above about 24%, passing the limit was not always enough; further: inactives centre near 1; some results filed as inactive read as strong as hits; reference of the scale not given here
NALP1 inh: NALP1 inflammasome inhibitors in reconstituted yeast, colorimetric, S. cerevisiae, triplicate retest; S. cerevisiae NALP1/ASC/caspase-1 growth, X-gal OD620, 72 h; inhibition, % at 10 µM; AID 2071, 2009; actives 0.61% (n = 280,000); in the data active means inhibition mostly above about 24%, no sharp cut-off; inactive means mostly below about 32%; further: some compounds called inactive have numbers as strong as hits
Starred values were filed as active, the others as inactive; · = not tested or not shown.

SMILES	PHOSPHO1 block	MEKK3 PB1 HTS	GPR7 antag	FID counter	PfM18AAP inh	MEKK2wt PB1 HTS	OXTR ag	MEKK2mut PB1 HTS	NALP1 inh
CC1(c2nnc(-c3ccc(F)cc3)o2)CC(c2ccc(F)cc2)=NO1 (stereo not given)	13	57	·	·	·	52	-2.1	4	14
COc1ccc(C(=O)/C=C/Nc2ccccn2)c(OC)c1	25	106	1	-15	-12	105	-0.8	2	31
Cn1nc(-c2ccccc2)c(C(O)c2ccccc2C(F)(F)F)c1Cl (stereo not given)	7	100	-10	-20	6	98	0.2	-4	34
O=C(Cn1c(=O)c2cccn2c2ccc(F)cc21)NCCCN1CCN(c2ccccc2F)CC1	49	108	-1	19	3	156*	1.1	27*	-19
c1cc(C(c2nnnn2C2CCCC2)N2CCOCC2)ccn1 (stereo not given)	0	108	-2	-1	-13	110	-0.7	8	1
CC(Oc1ccc(F)cc1Br)c1nc2ccccc2c(=O)[nH]1 (stereo not given)	44	101	4	-19	7	103	-1.8	6	11
COc1cc2[nH]c(=O)c(C(=O)NCc3ccc(F)cc3)c(O)c2cc1OC	9	105	0	-2	-1	108	·	9	12
CC(=O)c1cc2c(cc1NC(=O)CCCC(=O)O)OCO2	38	100	7	0	-7	103	0.2	-1	4
CCN(Cc1ccccc1)C(c1cccc(C#N)c1)c1nnnn1C(C)(C)C (stereo not given)	7	87	-13	-6	1	90	-2.2	-5	33
COCCCNCCOCCOc1c(OC)cccc1OC	26	95	2	7	-13	94	-0.9	0	24*
COc1cc2c(cc1OC)/C(=C/C(=O)c1ccccc1)NCC2	38	94	-9	-23	3	100	-2.1	5	6
O=C(CCN1C(=O)COc2ccccc21)N1CCN(c2ccccc2)CC1	7	102	-13	-30	-5	100	0.4	1	2
C=C1C2C[C@H](O)C(C)(C)[C@@]2(O)[C@H](O)C[C@]23C[C@@](C)(O)[C@H](CC[C@H]12)[C@H]3O (stereo not given in full)	-6	104	-1	-5	1	100	9.9	1	28
COc1ccc2ccc3c(c2c1)N=C[C@]1(O3)N(C)c2ccccc2C1(C)C	12	107	-8	-1	7	108	-0.6	6	-16
COc1cccc(CN2CCC(N(CCc3ccccc3)Cc3ccccc3)CC2)c1OC	-27	106	23*	28	7	123	-2.4	1	25
CCOP(=O)(c1ccc(N(C)C)cc1)C(O)c1ccc(OC)cc1 (stereo not given)	·	104	0	-20	1	104	-0.1	0	5
COc1ccccc1-c1cc(C(F)(F)F)nc(NCc2ccco2)n1	37	100	-9	-10	1	96	-2.1	-3	6
COc1cc(NC(=S)N2CCN(C(=O)c3ccco3)CC2)c(OC)cc1Cl	-21	94	2	-7	15	125	-0.4	7	16
COc1ccccc1NC(=O)CSc1nc2c(sc3ccccc32)c(=O)n1CCN(C)C	-12	91	-8	1	-24	91	-1.1	-10	22
Cc1ccc(/C(N)=N/OC(=O)c2cccc(Cn3cc(C(F)(F)F)ccc3=O)c2)cc1	38	95	21*	-8	7	99	-0.3	-9	-8
Clc1ccc2[nH]c3c(NCC4CCCO4)ncnc3c2c1 (stereo not given)	2	99	38*	11	3	101	19	-2	6
Cc1cc(C(=O)OCC(=O)Nc2sc3c(c2C#N)CCC(C)C3)c2ccccc2n1 (stereo not given)	-14	105	-3	-6	19	112	0.1	10	24
O=C(CCC(=O)c1cccs1)c1cccs1	1	92	3	0	-3	99	-0.6	2	3
COc1ccc(S(=O)(=O)N2CCN(Cc3ccc4c(c3)OCO4)CC2)c2ccccc12	3	97	-12	-2	6	96	-0.1	-1	13
CSC1=C(C#N)C(C)CC(=O)N1 (stereo not given)	-3	95	8	5	-2	97	0.2	-1	12
O=C(c1ccc(F)cc1)N1CCN(c2ccc([N+](=O)[O-])c(N3CCOCC3)c2)CC1	-14	110	-14	-28	3	110	-2.4	4	24
COc1cccc(C(C(=O)NCC2CCCO2)N(C(=O)Cn2nnc3ccccc32)c2ccccc2C(C)=O)c1OC (stereo not given)	32	102	0	-36	1	94	-0.3	-5	1
Cc1cc2c3c(c1)C(C)CC(C)(C)N3C(=O)C2=O (stereo not given)	37	101	5	0	9	92	-1.9	-4	16
COc1ccc(C(CC(=O)O)NS(=O)(=O)c2ccc(C)cc2)cc1OC (stereo not given)	6	106	-7	-2	5	107	0.1	9	0
O=C(O)c1ccc(S(=O)(=O)Cc2ccccc2)cc1	27	94	-5	3	18	90	-0.4	-5	·
CC(C)(CNC(=O)C1c2ccccc2-c2ccccc21)N1CCOCC1	32	102	-15	-6	13	100	0.5	3	0
COc1ccc(F)cc1C(=O)C1CCCN(Cc2ccc(Oc3ncccn3)cc2)C1 (stereo not given)	24	99	-9	6	-15	99	1.4	-3	6
CCOC(=O)CN1C(=O)C(CC)Oc2ccccc21 (stereo not given)	15	116	14	0	-10	120	-0.3	8	7
COc1ccc(NC(=O)C#Cc2ccccc2)cc1	39	101	8	-12	13	100	-1.6	0	-10
COc1ccc(N2CCN(C(=O)c3ccc(NS(=O)(=O)c4ccccc4)cc3)CC2)cc1	3	101	-16	-33	7	102	9.3	-2	16
C=CCN1/C(=C2/SC(=S)N(C)C2=O)Sc2ccccc21	19	98	-12	-1	1	98	0.5	-1	2
CN(CC(=O)Nc1ccc(Cl)cc1)Cc1cc(=O)n2ccsc2n1	42	97	-2	-13	-6	102	0.5	1	13
COc1ccc(N(CC(=O)Nc2cc(C)cc(C)c2)S(=O)(=O)c2ccccc2[N+](=O)[O-])c(OC)c1	8	97	-1	-5	-1	85	-1.1	-9	-12
CC[C@@H](C)[C@@H](C(=O)N1CCN(C(=O)OC(C)(C)C)CC1)n1cc(CCC(=O)O)nn1	13	111	·	·	·	95	0.5	8	2
Cc1ccnc(NC(=O)Cn2c(=O)oc3ccccc32)c1	48	99	-14	-5	2	97	0.3	0	-9
S=C(NN=C(C1CC1)C1CC1)Nc1ccccc1	-23	92	-12	-9	23	93	-0.3	1	-1
COCC(=O)N(Cc1cc2cc(OC)ccc2[nH]c1=O)c1ccccc1	0	106	1	-21	-11	101	-0.5	5	4
Cc1ccc(-n2nc(C(=O)N3CCN(C)CC3)c3c4ccccc4n(C)c3c2=O)cc1	·	104	-9	-5	-4	107	-0.5	3	·
Cc1ccc(Cl)cc1N1CCN(C(=O)c2ccc(NS(=O)(=O)c3c(C)noc3C)cc2)CC1	16	·	5	-31	-5	·	4.5	·	-1
C#CC(C)OC(=O)Nc1cnccc1C(F)(F)F (stereo not given)	12	101	-13	-1	11	100	-0.7	2	-5
CCOC(=O)c1ccc(NC(=S)NN)cc1	-14	96	4	-8	11	78	-2.3	-12	7
COc1ccc(/C=N/NC(=O)c2[nH]c3ccc(Cl)cc3c2-c2ccccc2)c(C(=O)O)c1OC	36	98	9	-13	8	97	1.0	1	-7
CCN(CC)C(=O)CC(c1ccc(N(C)C)cc1)c1c(O)cc(OC)cc1OC (stereo not given)	27	91	·	·	·	95	0.5	1	3
Cc1cc(C)c(NC(=O)C(C)N2CCCCCC2)c(C)c1 (stereo not given)	35	108	-22	-3	3	113	0.5	11	6
O=S(=O)(NC1CCCCC1Sc1ncccn1)c1ccc(Cl)cc1 (stereo not given)	-12	95	8	-21	11	97	-0.7	-2	-4
O=C(Oc1ccccc1)c1cccc(COC(=O)c2cnccn2)c1	-14	107	-1	-4	9	106	6.9	3	13
CCOc1cc(/C=N/NC(=O)c2ccncc2)ccc1OS(C)(=O)=O	11	88	0	-10	3	88	0.5	-2	21
Cc1ccc(-n2c3nc(=O)[nH]c(=O)c-3cc3cc([N+](=O)[O-])ccc32)cc1	-4	118	7	10	21	101	-0.4	-1	-13
COc1ccc(C2C(C#N)=C(N)OC3=C2C(=O)CC(C)(C)C3)cc1 (stereo not given)	41	104	-8	0	-16	93	-0.5	-8	-1
C=CCSC1=N/C(=C\c2ccc(C(=O)O)cc2)C(=O)S1	25	100	-8	-2	5	97	1.0	0	12
CCn1c(=O)c([N+](=O)[O-])c(N2CCN(Cc3ccc4c(c3)OCO4)CC2)c2ccccc21	20	102	0	-3	-1	103	-1.5	2	-18
COc1ccc([N+](=O)[O-])cc1N(CC(=O)N(C)C)S(C)(=O)=O	40	104	-2	-3	-5	103	-0.1	3	-24
Cc1ccccc1C(=O)c1cccn1CC(=O)NCc1ccccc1Cl	44	102	1	-38	2	103	0.0	0	5
C/C(=N\NC(=O)Cc1c(C)[nH][nH]c1=O)c1ccc(Cl)c(Cl)c1	24	100	-21	-5	-4	99	0.9	-2	3
N=c1n(CCOc2ccccc2)c2ccccc2n1CCN1CCOCC1	0	105	12	23	-10	113	0.2	17	-3

Additional compounds
SMILES	PHOSPHO1 block	MEKK3 PB1 HTS	GPR7 antag	FID counter	PfM18AAP inh	MEKK2wt PB1 HTS	OXTR ag	MEKK2mut PB1 HTS	NALP1 inh
O=C(O)CCC(=O)N1CCC(n2nnc3cc(C(F)(F)F)ccc32)CC1	48	98	-14	-3	3	101	0.4	-1	·
O=C(NNc1ccccc1)C(=O)NNS(=O)(=O)c1ccc([N+](=O)[O-])cc1	-26	102	1	13	5	94	-0.2	-3	2
CC1CCN(c2c(NCc3ccc(C(=O)NCc4ccccc4)cc3)c(=O)c2=O)CC1	20	97	0	-29	3	93	0.2	-4	5
CC(C)(C)NC(=O)CSc1ccc(C(C)(C)C)cc1	-8	97	-14	-16	-4	100	-1.6	3	-1
O=c1c2c(nc3c(-c4cccc(Br)c4)c[nH]n13)CCCC2	62*	95	-15	0	-8	92	-0.1	-3	38
CCCSc1oc(-c2ccco2)nc1S(=O)(=O)c1ccc(C)cc1	-9	97	-17	-34	1	96	-0.5	-8	17
CCCCCn1c(=O)c(-c2nc3ccccc3c(=O)[nH]2)c(O)c2ccccc21	-21	104	-7	-1	-6	103	·	1	23
CCCCN(CCCNC(=O)c1ccc(CS(=O)(=O)c2ccc(OC)cc2)o1)Cc1ccccc1	15	105	-7	7	0	120	-1.6	19	26
